BoNT-A LC inh2 – BoNT A light chain protease inhibition; inhibition, % at 10 µM; multiplex microsphere protease substrate cleavage, flow cytometry; 360,000 tested, 0.17% active; further: plate controls were buffer without enzyme for full effect and enzyme alone for no effect
Anthrax LF inh2 – blocks Bacillus anthracis lethal factor protease | 360,000 tested, 0.12% active | inhibition, % at 10 µM | multiplex microsphere protease cleavage assay, LF | AID 588501 | P15917; further: plate controls were buffer without enzyme for full effect and enzyme alone for no effect
Target sequence (P15917 whole entry, looked up): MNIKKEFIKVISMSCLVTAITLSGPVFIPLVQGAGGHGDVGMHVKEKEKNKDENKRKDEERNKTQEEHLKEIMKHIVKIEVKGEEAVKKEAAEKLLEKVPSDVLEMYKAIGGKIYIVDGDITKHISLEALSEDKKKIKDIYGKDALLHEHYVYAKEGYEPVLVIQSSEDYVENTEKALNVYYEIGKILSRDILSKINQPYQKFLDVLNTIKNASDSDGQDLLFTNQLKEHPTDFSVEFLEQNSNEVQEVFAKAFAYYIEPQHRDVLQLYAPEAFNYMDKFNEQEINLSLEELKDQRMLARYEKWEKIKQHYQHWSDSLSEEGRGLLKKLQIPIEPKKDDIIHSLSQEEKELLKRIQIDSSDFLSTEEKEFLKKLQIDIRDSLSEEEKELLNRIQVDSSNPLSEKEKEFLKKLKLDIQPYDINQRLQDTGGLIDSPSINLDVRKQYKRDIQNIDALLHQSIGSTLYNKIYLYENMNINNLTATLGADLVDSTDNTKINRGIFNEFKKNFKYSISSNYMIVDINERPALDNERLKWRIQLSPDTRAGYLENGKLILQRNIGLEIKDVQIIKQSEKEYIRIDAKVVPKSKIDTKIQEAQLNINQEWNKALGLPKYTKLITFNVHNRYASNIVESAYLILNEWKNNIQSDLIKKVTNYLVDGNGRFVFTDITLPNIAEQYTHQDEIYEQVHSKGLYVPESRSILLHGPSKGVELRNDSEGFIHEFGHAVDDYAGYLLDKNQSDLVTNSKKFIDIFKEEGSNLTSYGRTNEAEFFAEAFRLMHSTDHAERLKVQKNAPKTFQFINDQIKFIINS
BH1578 lux ind – inducers of Vibrio cholerae quorum light production without autoinducers | AID 588436 | 350,000 tested, 0.16% active | activation, % at 18.7 µM | V. cholerae BH1578 lux reporter, luminescence, 6 h; in the data active means activation mostly above about 9.7%, no sharp cut-off; inconclusive means no clear call, values can overlap the other calls; inactive means mostly below about 3.7%; further: not every result past the cut was called active; inactives centre near 0; reference of the scale not given here
Yp Topo-I inh – Y. pestis Topo-I inhibition via cleavage products; 360,000 tested, 0.064% active; Y. pestis Topo-I cleavage product accumulation, plate reader; AID 504884; activity, % at 10 µM; in the data active means activity above about 50%, passing the limit was not always enough; inconclusive means no clear call, values can overlap the other calls; further: inactives centre near 2
PrPC TRFRET – inhibitors of human cell surface prion protein PrPC; AID 720596; inhibition, % at 13.8 µM; 370,000 tested, 0.43% active; TR-FRET read-out; P04156; in the data active means inhibition above about 24%; further: 0% = median of the test wells and 100% = reference compound wells
SARS 3CLpro inh – SARS-CoV 3CLpro protease inhibition; P0C6X7; recombinant SARS-CoV 3CLpro, quenched FRET peptide cleavage; inhibition, % at 6 µM; 290,000 tested, 0.14% active; AID 1706; in the data active means inhibition above about 12%
PriA SSB inh – inhibitors of Klebsiella pneumoniae PriA binding to SSB C-terminal tail; AlphaScreen SSBct-PriA binding, biotinylated peptide; inhibition, % at 33 µM; 430,000 tested, 0.6% active; AID 1272365; in the data active means inhibition mostly above about 37%, no sharp cut-off; inactive means mostly below about 20%;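 further: plate controls were negative control peptide for no effect and reference peptide for full effect; strong numbers were not always called active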
PfHsp40 rescue – restores yeast growth despite PfHsp40 toxicity; growth rescue, % at 12.5 µM; S. cerevisiae expressing PfHsp40, growth rescue, ATP luminescence; 340,000 tested, 0.68% active; in the data active means growth rescue above about 28%, passing the limit was not always enough; inconclusive means no clear call, values can overlap the other calls;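 further: yeast W303a lacking pdr1 and pdr3 grown in galactose medium; growth measured after three days at 30 °C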
TcdB GH inh – blocks C. difficile toxin B glycohydrolase activity; TcdB glycohydrolase enzymatic assay, plate reader; AID 652162; 350,000 tested, 0.24% active; inhibition, % at 9.99 µM; P18177; in the data active means inhibition above about 10%
* = called active by the depositor; i = inactive; ? = inconclusive; / = no result given; & = joins results of further samples. Unless noted, no stated cut-off is given here; in the data, active means inhibition above about 30%; inconclusive means no clear call, values can overlap the other calls; inactive means below that.

SMILES	BoNT-A LC inh2	Anthrax LF inh2	BH1578 lux ind	Yp Topo-I inh	PrPC TRFRET	SARS 3CLpro inh	PriA SSB inh	PfHsp40 rescue	TcdB GH inh
c1ccc(Oc2cccc(OCCCCSc3ncccn3)c2)cc1	0.5	-4	i	3	-5	4	-48	1.4	/
CCOC(=O)C1C(c2ccccc2)C(C(=O)OCC)C1c1ccccc1 (stereo not given)	0.1	1	0.9	-5	-4	0	-4	0.1	0.5
Cc1ccc(COC(=O)c2ccc3c(c2)C(=O)N(CCCN2CCOCC2)C3=O)cc1	0.1	-6	-0.3	26	4	4	-3	-0.3	0.3
CC(C)Cc1nnc(NC(=O)c2ccc(-n3cncn3)c([N+](=O)[O-])c2)s1	0.0	-3	-1.3	1	-7	/	/	/	0.4
COCCNC(=O)C1CC(c2ccc(F)cc2)=NO1 (stereo not given)	-1.1	6	i	2	7	-3	-6	0.4	/
Cc1cc(C(=O)OCC(=O)N2CCC(c3ccccc3)=N2)ccc1[N+](=O)[O-]	2.5	0	i	-4	-7	/	-2	0.1	0.6
O=C(Cc1ccccc1)N/N=C/c1cccn1-c1ccc([N+](=O)[O-])cc1	-0.4	-2	-0.2	10	-20	6	/	0.7	/
O=C(NCCc1ccc(C(F)(F)F)cc1)C1COc2ccccc2O1 (stereo not given)	-1.5	-7	i	7	-5	6	-11	1.1	-1.1
COc1ccc(CNC(=O)C(=O)NCC2OCCN2S(=O)(=O)c2ccc3c(c2)OCCO3)cc1 (stereo not given)	-1.5	6	-0.3	17	-6	-2	3	0.1	0.8
Cc1cc2oc(=O)cc(CN3CCCCC3)c2cc1C(C)C	-3.1	-2	0.8	18	0	0	-7	0.1	8.2
CC(OC(=O)c1ccc(NC(=O)CC#N)cc1)C(=O)Nc1ccc(Oc2ccccc2)cc1 (stereo not given)	-1.4	-1	-0.2	3	1	-5	/	1.4	1.4
CC1=CC(C)C2(CO)COC(c3cccnc3)C1C2C (stereo not given)	0.5	0	-0.3	-2	-2	-1	8	0.5	0.2
C=CCn1c(C)cc(C(=O)COc2ccc(S(=O)(=O)N3CCCC3)cc2[N+](=O)[O-])c1C	0.0	-3	-0.2	40	0	-1	6	0.0	/
COc1ccc(-c2csc(N(CCCN3CCOCC3)C(=O)c3ccco3)n2)cc1	-2.2	-5	-0.3	35	0	-2	16	-0.9	/
CCOc1ccccc1/C=C(/NC(=O)c1ccccc1)C(=O)NCC(=O)O	-0.4	-1	0.0	-3	-9	-3	18	22	/
CC(C)[C@H](NC(=O)[C@@H]1CSC2c3ccccc3C(=O)N21)C(=O)NC1CCCCC1 (stereo not given in full)	-0.7	0	i	7	-7	2	6	-0.7	1.8
Cc1ccc[n+](CC(=O)Nc2cc(C(F)(F)F)ccc2Cl)c1	1.2	-4	1.8	-3	2	-4	-8	-0.2	/
O=C1CN(C(=O)CCCc2c[nH]c3ccccc23)c2ccccc2N1	-0.5	1	-0.2	11	4	2	7	1.0	0.4
CCOC(=O)C(=N/O)/C(C)=N/NC(=O)C(=O)Nc1ccc(Cl)cc1	?	-11	i	3	6	-7	/	2.5	0.4
CCC(Sc1nc2ccncc2[nH]1)C(=O)Nc1ccc(C)c(Cl)c1 (stereo not given)	-0.2	4	-0.2	4	-1	-4	-12	0.7	5.0
Cc1ccc(S(=O)(=O)N2CCN(C(=O)c3ccc(N4CCCC4)c([N+](=O)[O-])c3)CC2)cc1	-2.5	-6	-0.6	39	-2	9	15	3.5	2.4
Cc1cccc(OCC(=O)Nc2cc(C)ccc2O)c1	-0.4	1	-1.3	-4	4	-1	-4	1.2	/
Cn1ccc2c(N(c3ccccc3)C3CCCCC3)cc3c(c21)C1CCC3O1 (stereo not given)	-0.9	-5	/	/	-4	/	/	/	0.3
Cc1ccccc1NC(=O)CSc1nnc(C2CC2)n1CC1CCCO1 (stereo not given)	-1.0	0	-0.6	-2	4	-3	1	-0.7	-1.5
Cc1csc(NC(=O)CN2C(=O)COc3ccc(Cl)cc32)n1	/	/	-0.5	1	5	/	-7	0.9	2.7
COc1cccc(CN2C(=NC(=O)C3CC3)SC3CS(=O)(=O)CC32)c1 (stereo not given)	-1.6	-3	0.5	7	-2	1	-2	0.2	-0.2
CC(C)C1CC(CCNCc2ccc(N(C)C)cc2)(c2ccccc2)CCO1 (stereo not given)	-1.4	-4	i	1	0	-2	37	0.4	-1.7
CCOc1ccc(CN(C)Cc2cc(=O)oc3cc(C)c(Cl)cc23)cc1	-0.8	-15	-11	41	1	-1	1	0.7	-0.2
Cc1cc(C)nc(N/C(=N\S(=O)(=O)Cc2ccccc2)Nc2ccc(F)c(Cl)c2)n1	-0.8	2	i	4	0	-3	/	0.5	-1.2
COc1ccc(NC(=O)N(C)C[C@H]2Oc3ccc(NS(=O)(=O)c4cccs4)cc3C(=O)N([C@@H](C)CO)C[C@@H]2C)cc1	-0.7	-8	-0.6	-1	5	/	-1	0.5	-0.6&1.6

Whole records, looked up by structure:
COc1ccc(-c2csc(N(CCCN3CCOCC3)C(=O)c3ccco3)n2)cc1 is entered as BoNT-A LC inh2 = -2.2; Anthrax LF inh2 = -5; BH1578 lux ind = -0.3; Yp Topo-I inh = 35; PrPC TRFRET = 0; SARS 3CLpro inh = -2; PriA SSB inh = 16; PfHsp40 rescue = -0.9; TcdB GH inh = /
CCOC(=O)C1C(c2ccccc2)C(C(=O)OCC)C1c1ccccc1 (stereo not given) is entered as BoNT-A LC inh2 = 0.1; Anthrax LF inh2 = 1; BH1578 lux ind = 0.9; Yp Topo-I inh = -5; PrPC TRFRET = -4; SARS 3CLpro inh = 0; PriA SSB inh = -4; PfHsp40 rescue = 0.1; TcdB GH inh = 0.5
CCOc1ccccc1/C=C(/NC(=O)c1ccccc1)C(=O)NCC(=O)O is entered as BoNT-A LC inh2 = -0.4; Anthrax LF inh2 = -1; BH1578 lux ind = 0.0; Yp Topo-I inh = -3; PrPC TRFRET = -9; SARS 3CLpro inh = -3; PriA SSB inh = 18; PfHsp40 rescue = 22; TcdB GH inh = /

More records:
SMILES	BoNT-A LC inh2	Anthrax LF inh2	BH1578 lux ind	Yp Topo-I inh	PrPC TRFRET	SARS 3CLpro inh	PriA SSB inh	PfHsp40 rescue	TcdB GH inh
CC(C)(CNC(=O)c1ccc(-c2cccc(C(F)(F)F)c2)o1)N1CCOCC1	2.7	-3	10	4	-10	/	3	0.4	1.4
Cc1cc(C)c2c(=O)cc(C(=O)NCc3ccccc3)oc2c1	0.9	2	i	4	11	2	8	-1.5	-0.1
COc1ccc(S(=O)(=O)N2CCOCC2)cc1NC(=O)COC(=O)C1CCC1	0.0	-5	i	-1	-3	/	4	-2.9	1.1
Cc1ccnc(NC2(C(F)(F)F)N=C(c3ccccc3)NC2=O)c1 (stereo not given)	2.6	-3	-0.3	12	-4	-3	-6	-0.4	/
CC(C)(C)NC(=O)CN(C(=O)CNS(=O)(=O)c1ccc(Cl)cc1)c1ccc2c(c1)OCCO2	0.4	1	i	25	0	0	5	-0.4	0.1
NC(=O)c1nsc(C(=O)N(c2ccccc2)C(C(=O)NCc2ccc(F)cc2)c2ccc(O)cc2)c1N (stereo not given)	-5.6	-5	-0.1	-8	4	0	-1	2.3	0.3
Cc1ccc(NC(=O)c2nc[nH]c2C(=O)NC2CCN(C(=O)OC(C)(C)C)CC2)cc1	-0.1	-1	i	3	0	/	-7	-0.8	0.4
COC(=O)c1ccc(-c2nc3ccccc3[nH]2)cc1	1.5	0	i	-2	13	2	-5	0.6	/
CCCOc1ccc(CC2CCC(=O)NC2=O)cc1 (stereo not given)	-0.3	2	-2.3	0	-9	-4	-12	-0.2	0.5
O=C(NC1CC1)c1scc2c1OCCO2	0.5	-3	i	1	-2	-4	0	1.3	/
COc1cc(CNCC2CCCO2)ccc1OCC(N)=O (stereo not given)	0.0	-3	-0.2	5	1	2	-9	-2.5	0.9
O=C(CC1Nc2cccc3cccc(c23)NC1=O)Nc1ccc(F)cc1 (stereo not given)	-1.0	0	-0.1	-12	-11	2	0	0.7	0.6
O=C(O)CCC(=O)NCCC1=c2ccccc2=N/C1=C\c1c(O)n(Cc2ccc(F)cc2)c(=S)[nH]c1=O	3.3	-4	-0.1	1	-7	3	/	1.4	-0.6
C[C@@H]1CN([C@@H](C)CO)C(=O)CCCn2nncc2CO[C@@H]1CN(C)C(=O)c1ccc(N2CCN(C)CC2)cc1	0.5	0	i	-5	-10	/	/	/	0.0&-0.6&-1.7
CCOc1ccccc1-n1c(SCC(=O)N(C(C)C)C(C)C)nnc1-c1cccnc1	-0.6	-2	-0.7	2	1	-4	-8	1.9	3.9
COc1cccc(NC(=O)CSc2nccn(-c3ccc4c(c3)OCCO4)c2=O)c1	-182	-36	-0.9	12	1	/	8	1.6	1.2
COc1ccc(OC(=O)Nc2ccc([N+](=O)[O-])cc2OC)cc1	-1.4	0	-0.6	-7	-6	2	-8	-1.2	-1.5
C=CCNC(=O)CCNS(=O)(=O)c1ccc(Br)cc1	2.0	-5	-0.4	-9	6	-8	-8	2.4	/
CCCCCCCCN1C(=O)[C@H](CC(=O)NCCCC)C[C@@]2(C(=O)OCC)CCCC=C12	-0.8	-4	/	/	-1	/	/	/	-0.9
COc1ccc(CC(=O)Nc2ccc(-c3noc(-c4cc(OC)c(OC)c(OC)c4)n3)cc2)cc1	-0.1	2	0.4	3	0	-4	-4	-0.2	/
O=C1Nc2ccc(Cl)cc2C(C#CC2CC2)(C(F)(F)F)O1 (stereo not given)	-0.6	-20	-0.1	6	10	4	7	?	4.8
N#Cc1ccc(OCC(=O)Nc2ccc3[nH]c(=O)[nH]c3c2)cc1	-1.2	8	i	0	-3	/	-13	-0.9	1.6
CCC(C)n1c(SCC(=O)NC(=O)Nc2ccc3c(c2)OCCO3)nc2ccccc2c1=O (stereo not given)	0.0	4	i	9	-7	-1	7	11	/
COc1ccc(-n2cnnc2)cc1	/	/	i	1	2	-4	-2	1.2	/
COc1ccc(NC(=O)CCCC2CCCCC2)c(OC)c1	/	/	i	26	4	2	-2	-0.1	1.1
COc1cc2c(cc1OC)C(C)N(C(=O)c1ccc(C)o1)CC2 (stereo not given)	0.8	4	-0.4	-2	-1	-2	5	0.3	1.4
Cc1nc2ccccc2c(=O)n1/N=C/c1c(O)ccc2ccccc12	-0.5	-3	-0.4	4	1	1	/	/	-0.5
Cc1ccc(NC(C(N)=O)c2c(C)[nH]c(=O)[nH]c2=O)cc1 (stereo not given)	0.0	-2	i	1	5	0	-2	1.1	/
C[C@@H]1CN([C@H](C)CO)C(=O)CCCn2cc(nn2)CO[C@H]1CN(C)C(=O)c1cc(-c2ccccc2)on1	-0.2	3	-0.4	5	13	/	/	/	1.9&0.6
CCOC(=O)N1CCN(c2ccc(C(C)=O)cc2F)CC1C (stereo not given)	0.4	-1	-0.5	0	12	1	5	-0.4	/
CN(CCOc1ccccc1Cl)Cc1ccccc1	-3.6	-11	-0.7	-1	6	1	-22	-0.7	-0.4
COc1cc(OC)cc(C(=O)N2CCCC(c3nc(-c4ccc(C)o4)no3)C2)c1 (stereo not given)	1.8	-5	-0.3	17	4	-1	-4	1.9	-7.6
COc1cc(C(F)(F)F)c(C(=O)N(C)c2ccc(Cl)cc2)cn1	?	22	i	6	-2	-1	-9	-0.2	0.1
Cc1ccc(C(=O)COC(=O)c2cnccn2)cc1[N+](=O)[O-]	0.5	-8	4.3	16	-1	4	-9	-0.7	/
O=C(Nc1cccc(S(=O)(=O)N2CCOCC2)c1)c1c2c(nc3ccccc13)CCC2	1.4	-1	i	-11	9	7	3	-1.0	/
CCOC(=O)N1CCN(C(=O)c2oc(=O)c3ccccc3c2-c2ccc(C)cc2)CC1	-0.5	1	-0.4	26	-4	1	3	0.7	0.9
c1ccc(-n2c(-c3cccs3)nc3nc4ccccc4nc32)cc1	8.0	2	-0.2	-2	-5	3	2	-1.4	1.9
COc1ccc(C(=O)CSc2nc(C)cc(C)n2)cc1C	-5.1	-13	i	11	-2	0	-3	-2.6	-0.9
CC1CCCCN1C(=O)CCc1nnc(Cc2c[nH]c3ccccc23)o1 (stereo not given)	-0.7	-1	/	4	4	-5	-12	0.4	0.8

From PubChem BioAssay

The list is partial; the hit share may differ from the screen's.
